From PubChem
ROC1-CUL1 inh = inhibitors of human ROC1-CUL1 ubiquitin ligase activity; inhibition, % at 10 µM; AID 1347404, 2020; hit rate 0.6% among 140,000; E3 ubiquitin-protein ligase RBX1 (Homo sapiens) + Cullin-1 (Homo sapiens), P62877+Q13616; in vitro K48 di-Ub FRET, acceptor:donor ratio, 45 min; in the data active = inhibition above about 25%
Target sequence (P62877 whole entry, looked up): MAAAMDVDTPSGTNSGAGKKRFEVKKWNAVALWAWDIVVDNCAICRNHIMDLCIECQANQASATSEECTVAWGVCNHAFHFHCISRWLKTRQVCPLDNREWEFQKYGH
Target sequence (Q13616 whole entry, looked up): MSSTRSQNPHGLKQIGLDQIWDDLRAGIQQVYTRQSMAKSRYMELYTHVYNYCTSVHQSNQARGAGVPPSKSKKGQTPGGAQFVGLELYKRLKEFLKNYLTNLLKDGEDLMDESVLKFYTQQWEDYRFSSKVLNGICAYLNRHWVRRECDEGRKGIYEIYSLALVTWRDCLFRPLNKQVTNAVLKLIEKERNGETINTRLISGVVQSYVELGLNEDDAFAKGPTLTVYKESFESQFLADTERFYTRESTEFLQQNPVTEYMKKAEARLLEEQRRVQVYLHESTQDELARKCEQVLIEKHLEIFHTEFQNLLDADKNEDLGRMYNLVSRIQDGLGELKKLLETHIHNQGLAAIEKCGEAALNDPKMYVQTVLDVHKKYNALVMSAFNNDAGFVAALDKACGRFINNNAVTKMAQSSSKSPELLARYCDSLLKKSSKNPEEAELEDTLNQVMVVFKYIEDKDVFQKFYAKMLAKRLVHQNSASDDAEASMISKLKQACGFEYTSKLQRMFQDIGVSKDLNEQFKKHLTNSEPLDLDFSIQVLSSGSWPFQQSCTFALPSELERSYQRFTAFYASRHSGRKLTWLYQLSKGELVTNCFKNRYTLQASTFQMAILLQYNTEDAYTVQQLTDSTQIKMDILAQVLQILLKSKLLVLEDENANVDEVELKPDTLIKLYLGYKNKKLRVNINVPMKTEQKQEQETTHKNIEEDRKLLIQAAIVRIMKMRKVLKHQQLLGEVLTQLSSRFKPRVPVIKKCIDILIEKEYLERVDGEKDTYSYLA
The depositor's hits bear a star. This is a subset. The share of hits here may be higher or lower than overall.

SMILES,ROC1-CUL1 inh
O=C1NN(c2ccc(F)cc2)C(=O)/C1=C\c1ccc(F)cc1,-0.8
COc1cc(-c2nnc(/C=C/c3cccs3)o2)cc(OC)c1OC,-5.9
CCCCCN1C(C(=O)c2ccccc2)C(=NC(=O)c2ccc(C)cc2)c2ccccc2S1(=O)=O (stereo not drawn),7.6
O=C(Nc1ccc2c(c1)C(=O)c1ccccc1C2=O)c1ccc(F)cc1,-5.6
CCCCc1nc2cc(C(=O)NCC(c3ccncc3)N3CCOCC3)ccc2o1 (stereo not drawn),-3.5
O=S(=O)(Cc1ccccc1F)Nc1cccnc1,3.9
O=C(c1n[nH]c2c1CCCC2)N1CCC(n2c(CC3CCCC3)nc3cccnc32)CC1,-1.4
COc1ccc(C(=O)N(Cc2ccco2)Cc2ccco2)cc1,0.9
COC(=O)C(Cc1c[nH]c2ccccc12)NC(=O)C12CC3CC(CC(C3)C1)C2 (stereo not drawn),0.3
Cc1sc2nc(SCC(=O)Nc3cccc(C(F)(F)F)c3)n(-c3ccccc3)c(=O)c2c1-c1ccccc1,9.9
CC(=O)Nc1ccc(NC(=O)c2ccc(NS(=O)(=O)c3cc(C(C)(C)C)cc(C)c3C)cc2)cc1,4.0
CSc1ccc2c(c1)C(N1CCN(CCCO)CC1)=Cc1ccccc1S2,1.1
COc1ccc(-n2c(SCC(=O)Nc3cc(C)cc(C)c3)nc3c(oc4ccccc43)c2=O)cc1,-1.9
CC(C)C(=O)Nc1ccc(S(=O)(=O)N2C(C)CCCC2C)cc1 (stereo not drawn),0.1
CCCN1C(=O)/C(=C\c2ccco2)C(=O)N(c2ccccc2)C1=S,-5.0
CCOC(=O)c1c(-c2cc(C)ccc2C)csc1NC(=O)c1ccc(F)cc1,8.4
COC(=O)c1c(C)nc(C)c(C(=O)OC)c1-c1ccc(F)cc1,-4.6
O=C(Nc1ccc(F)c(Cl)c1)N1CCN(C(=O)c2nsc3ccccc23)CC1,-6.3
CCCCNC(=O)c1cccc(NS(C)(=O)=O)c1,3.2
CC(=O)c1ccc(NC(=O)CN(C)S(=O)(=O)c2cnc[nH]2)cc1,-6.4
Cc1ccc(S(=O)(=O)N(C)CC(=O)Nc2ccccc2C(N)=O)cc1,3.9
CCCCCCC1=NN(C(=O)c2ccc(Br)cc2)C(O)(C(F)(F)F)C1 (stereo not drawn),-17.2
CC(=O)N1CCN(c2ccccc2NC(=O)C(C)(C)C)CC1,10.5
Cc1nn(CC(=O)NCc2cccc(Br)c2)c(=O)c2c1sc1ccccc12,0.1
Cc1ccc(OCC(=O)N(Cc2sccc2C)C2CCS(=O)(=O)C2)cc1 (stereo not drawn),-11.7
COc1cc2oc(=O)c(CC(=O)N3CCCCC3)c(C)c2cc1OC,-9.6
Cc1ccc(C)c(NC(=O)CCCC(=O)Nc2cc(C)ccc2C)c1,1.4
Cc1cccc(NC(=O)CSc2nc3ccc(NC(=O)c4ccccc4)cc3s2)c1,1.1
Cn1c(=O)c2c(nc(Oc3ccc4ccccc4c3)n2Cc2ccc(Cl)cc2Cl)n(C)c1=O,3.9
CN(C(=O)NC1(C(F)(F)F)Oc2ccccc2O1)C1CCCCC1,1.5
Nc1nc(N2CCN(C(=O)c3ccco3)CC2)nc2ccc(Br)cc12,4.6
CCOC(=O)c1cnc(Nc2cccc(C(F)(F)F)c2)[nH]c1=O,1.4
CC(C)NC(=O)Oc1ccc(Cl)cc1,-4.2
Cc1nc(CN2CCN(C(=O)c3cn(Cc4ccccc4Cl)nn3)CC2)cs1,2.3
Cc1ccc(C(=O)NCC(C)C)cc1NS(C)(=O)=O,16.6
CCCC(=O)C1C(=O)CC(c2ccccc2)CC1=NC (stereo not drawn),4.7
Cc1ccc(NC(=O)c2c(NC(=O)Cc3ccccc3)sc3c2CCC3)cc1,-5.2
CCOC(=O)CCNC(=O)C1CCC(=O)N(Cc2ccc(Cl)cc2)C1 (stereo not drawn),5.3
COC(=O)c1cc(NC(=O)CSc2ncnc3sc(-c4ccccc4)cc23)cc(C(=O)OC)c1,-6.3
O=c1cc(CSc2ccccn2)nc2nc[nH]n12,-2.4

Arranged by molecular weight (ascending): five of the compounds above.
SMILES,ROC1-CUL1 inh
O=c1cc(CSc2ccccn2)nc2nc[nH]n12,-2.4
Cc1ccc(C(=O)NCC(C)C)cc1NS(C)(=O)=O,16.6
COC(=O)c1c(C)nc(C)c(C(=O)OC)c1-c1ccc(F)cc1,-4.6
CC(C)C(=O)Nc1ccc(S(=O)(=O)N2C(C)CCCC2C)cc1 (stereo not drawn),0.1
CC(=O)Nc1ccc(NC(=O)c2ccc(NS(=O)(=O)c3cc(C(C)(C)C)cc(C)c3C)cc2)cc1,4.0

(continued)
SMILES,ROC1-CUL1 inh
Cc1ccc(N2CC(C)Cn3c2nc2c3c(=O)n(CCCO)c(=O)n2C)cc1 (stereo not drawn),10.0
CN(C)/N=c1\sc2ccccc2n1C,2.9
COc1ccc(S(=O)(=O)Nc2ccc(-c3cn4ccsc4n3)cc2)cc1,96.7*
Fc1ccc(Nc2ncnc3ccccc23)cc1Cl,-6.4
CC1(C)C(=S)C(C)(C)C12SC21c2ccccc2CCc2ccccc21,6.2
CCOc1ccc(NCc2cn3ccccc3n2)cc1,-11.7
CCSc1nnc2c(n1)OC(c1ccc(C(=O)O)cc1)N(C(=O)CC)c1ccccc1-2 (stereo not drawn),-1.1
CCN1CCN(CC)C(=O)c2ccccc2OCCOc2ccccc2C1=O,-5.4

(continued)
| Structure | ROC1-CUL1 inh |
| --- | --- |
| COC(=O)c1sc(N2C(=O)C(=O)C(C(=O)c3ccc(F)cc3)C2c2ccco2)nc1C (stereo not drawn) | 5.6 |
| COc1ccc(C2C3=C(CC(c4ccccc4Cl)CC3=O)OC(=N)C2C#N)cc1 (stereo not drawn) | 7.1 |
| Cc1ccccc1OCC(=O)Nc1ccc2[nH]c(=O)sc2c1 | 6.7 |
| FC(F)(F)c1ccc2nnc(-c3cccc(I)c3)n2c1 | 5.3 |
| CCc1ccc(OCc2nnc(SCC(=O)Nc3cccc(SC)c3)n2C)cc1 | -8.3 |
| O=C(CSc1nc2ccccc2n1Cc1ccccc1)Nc1ccccc1Cl | -4.2 |
| O=C(CCc1ccccc1)N1CCc2cc(S(=O)(=O)N3CCOCC3)ccc21 | 0.2 |
| COc1cccc(NC(=O)CSc2cc(C)c3ccccc3n2)c1 | -1.5 |
| COc1ccc(CCNS(=O)(=O)c2ccc(N3CCCC3=O)cc2)cc1 | 0.6 |
| CCn1cc(S(=O)(=O)c2cccc(C)c2)c(=O)c2cc(F)c(N3CCCCC3C)cc21 (stereo not drawn) | -4.0 |
| CCC1CN(C(=O)N2CCC(C(=O)NCCc3ccc(Cl)cc3)CC2)c2ccccc2O1 (stereo not drawn) | -3.0 |
| COc1ccc(NC(=O)c2c(C)oc3ccc(O)c(CN4CCC(C)CC4)c23)cc1Cl | -4.6 |
| CCCCSCCCNC(=O)CN1C(=O)c2cccnc2Oc2ccc(Cl)cc21 | 2.4 |
| O=C1NCCN(Cc2ccccn2)C1CC(=O)N1CCN(c2ccccc2)CC1 (stereo not drawn) | 2.1 |
| CCOC(=O)C1CCN(C(=O)c2cn(C(C)C)cc(C(=O)NCC3CCCCC3)c2=O)CC1 | 4.2 |
| CC(CN1CCN(C)CC1)OC(=O)c1ccc(Br)cc1 (stereo not drawn) | 7.1 |
| CC(C)(C)Oc1ncc(-c2cccc(I)c2)c(OC(C)(C)C)n1 | 15.0 |
| COC(=O)C1=C(C)N(C2CCCCC2)C(=O)/C1=C\c1ccc(OCC(=O)NC(C)c2ccccc2)cc1 (stereo not drawn) | 3.2 |
| COC(=O)CN1C(=O)CC1SC(c1ccccc1)(c1ccccc1)c1ccccc1 (stereo not drawn) | 5.0 |
| O=C(Nc1cc(Cl)ccc1Cl)c1ccc2c(c1)N(Cc1cccc(Cl)c1)C(=O)c1ccccc1S2=O (stereo not drawn) | -8.7 |
| CCOc1ccc2cc(C(N)=O)c(=N)oc2c1 | 3.9 |
| COc1ccc(CCCN2C(=O)O[C@@H]3CN(C4CSCCSC4)C[C@@H]32)cc1 | -5.8 |
| CN1c2ccccc2C=CC1C(Cl)(Cl)Cl (stereo not drawn) | 2.0 |
| COc1ccc(Cl)cc1C(=O)N/N=C(/C)c1cccc(NC(=O)c2ccc(F)cc2)c1 | -6.9 |
| Cc1nn(CCCC(=O)Nc2cc(C(F)(F)F)ccc2Cl)c(=O)c2c1sc1ccccc12 | -4.2 |
| COc1cc(/C=C2/C(=O)NN(c3cccc(F)c3)C2=O)ccc1OCc1ccccc1 | 4.3 |
| COc1ccccc1C(=O)NN=C1CCN(C)CC1 | 6.5 |
| CCOCCn1c(=O)c2c(nc3n2CCCN3C2CCCCC2)n(C)c1=O | -1.7 |
| O=C(CSC1=NCCS1)N1CCN(c2ccc(Cl)cc2)CC1 | 5.8 |
| CCCCNC(=O)C1CCC(Cn2c(=O)c3sccc3n(CC(=O)Nc3ccccc3)c2=O)CC1 (stereo not drawn) | -2.4 |
| Cc1cc(OCCn2c(CCNC(=O)C3CCCCC3)nc3ccccc32)ccc1Cl | 0.9 |
| COCCCNc1nc2nonc2nc1N1CCC(N(C)C)C1 (stereo not drawn) | -0.6 |
| CCCc1nn(C)c(C(=O)Nc2ccc(OC)cc2)c1Cl | -1.9 |
| CCCCOC(=O)CSc1nnc(-c2ccc(Br)cc2)o1 | -6.3 |
| C=CCNCCC1CCC(=O)N1CCCc1ccccc1 (stereo not drawn) | -2.5 |
| Cc1ccc(NC(=O)CC(C)S(=O)(=O)c2ccc3c(c2)NC(=O)CO3)c(C)c1 (stereo not drawn) | 1.5 |
| CCSc1nc(-c2ccccc2)nc2c1Cc1c(CO)cnc(C)c1O2 | -2.9 |
| Cc1ccc2c(c1)/C(=C1/SC(=Nc3ccccc3Cl)NC1=O)C(=O)N2C | 0.2 |
| O=C(Nc1c(F)c(F)c(F)c(F)c1F)C1CC1 | -7.5 |
| COc1ccc(CN2CCC(C(=O)Nc3cccc(-c4cscn4)c3)CC2)c(F)c1 | -8.5 |
| O=C(NC(=S)Nc1ccc(Cl)c(Cl)c1)c1ccc(Cl)cc1 | 4.0 |
| S=C1NCC(c2ccccc2)Oc2ccccc21 (stereo not drawn) | 0.9 |
| COCc1ccc(C(=O)Nc2ccc(-c3nc(CNC(=O)c4ccccc4N(C)C)c(C)o3)cc2)o1 | 3.0 |
| Clc1ccc2c(c1)C(N1CCN(C(c3ccccc3)c3ccccc3)CC1)Cc1ccccc1S2 (stereo not drawn) | -0.9 |
| Cc1cccc(N2C(=O)CC(Sc3nc(C)c4c(n3)CCCC4)C2=O)c1 (stereo not drawn) | 9.3 |
| CCN=C1CC=C(Br)C=C(C(=O)/C=C/c2ccc(N(C)C)cc2)C1=O | 5.6 |
| COC(=O)c1c(NC(=O)C2CCC2)sc2c1CCCCCC2 | -3.2 |
| Cc1ccccc1N=C1Nc2cccc3cccc1c23 | 5.8 |
| Cc1ccc(C)c(NC(=O)Cn2cc(S(=O)(=O)Cc3cccc(Cl)c3)c3ccccc32)c1 | -7.6 |
| COc1ccc(C)cc1S(=O)(=O)NCc1ccc(Cl)cc1Cl | -2.7 |

Following part:
| Structure | ROC1-CUL1 inh |
| --- | --- |
| CCOc1ccc(NC(=O)C(C)n2c(=O)cc(C)c3c(C)nn(-c4ccccc4)c32)cc1 (stereo not drawn) | -10.9 |
| CCn1cc(/C=c2/sc3n(c2=O)C(c2cccc(OC)c2OC)C2=C(N=3)c3ccccc3CC2)c2ccccc21 (stereo not drawn) | -8.3 |
| NC(=O)NC(=O)CSc1ncnc2sc3c(c12)CCCC3 | 3.6 |
| N#Cc1ccc(-c2ccncc2)nc1SCC(=O)Nc1cccc(C(F)(F)F)c1 | 9.1 |
| COc1cccc(C(=O)Oc2ccccc2-c2ccccc2)c1 | -8.2 |
| CCn1c2c(c3cc(Br)ccc31)CCCC2=O | 4.7 |
| COc1ccccc1NCC(=O)N/N=C(/C)c1ccc(-c2ccccc2)cc1 | -7.7 |
| O=S(=O)(O)c1cnccc1Nc1cccc(C(F)(F)F)c1 | -0.6 |
| CCCn1c(C)c(CC(=O)N(C)CCOC)c2c1CC(C)(C)CC2=O | -0.5 |
| CC1CCN(S(=O)(=O)c2cccc(C(=O)NC3CCS(=O)(=O)C3)c2)CC1 (stereo not drawn) | -6.5 |
| O=C(NCCc1ccccc1)c1ccc(CN2CCCC2)cc1 | 1.8 |
| Nc1nnc(CCOCCOCCc2nnc(N)s2)s1 | -3.2 |
| CCC(C(=O)Nc1cc(C(F)(F)F)ccc1Cl)n1nc(C)c2sc3ccccc3c2c1=O (stereo not drawn) | -1.1 |
| O=C(CSc1ccc(Br)cc1)Nc1ccccc1N1CCOCC1 | 3.6 |
| COc1ccc(NC(=O)CSc2oc(-c3ccc(F)cc3)nc2S(=O)(=O)c2ccc(C)cc2)c(OC)c1 | -1.0 |
| CC(NC(=O)c1ccc(N2CCCCC2)cc1)c1ccccc1 (stereo not drawn) | -3.6 |
| O=C(O)C1CCN(C2CC(=O)N(c3ccc(F)c(Cl)c3)C2=O)CC1 (stereo not drawn) | 11.6 |
| O=C(C(Cc1ccccc1)N1C(=O)C2CCCCC2C1=O)N1CCN=C1c1ccccc1 (stereo not drawn) | 6.3 |
| CN(C)N=CC1C(=O)N(C2CCCCC2)C(=O)N(C2CCCCC2)C1=O | -1.8 |
| Cc1ccc(-n2c(CCC(=O)O)ccc2-c2ccccc2)cc1Cl | -13.5 |
| COC(=O)c1cccc(NC(=O)CSc2nnc(CSCc3ccccc3)n2C)c1 | 6.2 |
| Cc1nc(N2CCC(C(=O)NCCOC(C)C)CC2)nc2cc(S(C)(=O)=O)ccc12 | 1.7 |
| Cc1ccccc1N1C(=O)C(C(CC(=O)c2ccccc2)c2ccccc2)C(=O)N(c2ccccc2C)C1=S (stereo not drawn) | -3.6 |
| O=C(NCc1ccccc1Cl)c1ccc(NC(=O)N2CCSc3ccccc32)cc1 | -7.6 |
| Cc1cc(C)cc(-n2ccnc2SCC(=O)Nc2ccc(C)cc2C)c1 | -7.3 |
| CCN1C(=O)/C(=C\c2cc3c(cc2OC)OCO3)SC1=Nc1ccc(N2CCOCC2)cc1 | -7.8 |
| COC(=O)c1c(SC)nn(-c2nc3c(C)cccc3s2)c1C | 10.6 |
| Cn1c(SCC(=O)Nc2ccc3c(c2)oc2ccccc23)nc2ccccc2c1=O | -3.0 |
